Screens: PubChem, National Center for Advancing Translational Sciences (NCATS)
RXFP1 antagonist – antagonists of human relaxin receptor RXFP1; HEK293-RXFP1, relaxin-stimulated cAMP HTRF, 30 min; active compounds read low; activity change, negative = inhibition, % at 57.5 µM; hit rate 0.59% among 350,000;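 active = activity change of -60% or lower, but not beyond a set lower limit; inconclusive = change between -60% and -40%, or beyond the set limit; inactive = change above -40%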; note: % is set by controls: 0 for no effect and ±100 for the full control effect
Target sequence (Q9HBX9 whole entry, looked up): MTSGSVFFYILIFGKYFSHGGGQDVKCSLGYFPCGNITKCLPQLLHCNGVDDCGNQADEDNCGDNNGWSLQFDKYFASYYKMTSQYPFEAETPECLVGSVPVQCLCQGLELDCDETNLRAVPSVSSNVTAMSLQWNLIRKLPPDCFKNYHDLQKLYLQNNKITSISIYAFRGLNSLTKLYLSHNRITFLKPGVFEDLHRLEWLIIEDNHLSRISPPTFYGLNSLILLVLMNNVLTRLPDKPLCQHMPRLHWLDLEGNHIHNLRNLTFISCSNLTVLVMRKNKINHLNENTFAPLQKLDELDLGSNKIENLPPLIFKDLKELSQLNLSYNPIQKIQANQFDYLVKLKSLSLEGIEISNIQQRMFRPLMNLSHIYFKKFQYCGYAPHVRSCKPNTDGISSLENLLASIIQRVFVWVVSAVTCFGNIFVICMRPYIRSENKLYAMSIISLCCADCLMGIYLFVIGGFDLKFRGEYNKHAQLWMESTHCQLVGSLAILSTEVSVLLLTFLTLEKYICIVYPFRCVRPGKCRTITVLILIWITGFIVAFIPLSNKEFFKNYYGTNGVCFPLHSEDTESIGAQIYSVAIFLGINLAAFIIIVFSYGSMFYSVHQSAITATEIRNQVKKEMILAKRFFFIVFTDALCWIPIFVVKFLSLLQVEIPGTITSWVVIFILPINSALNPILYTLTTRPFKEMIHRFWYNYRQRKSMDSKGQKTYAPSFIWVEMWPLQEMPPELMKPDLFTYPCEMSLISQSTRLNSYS
Vif-A3F inh – Vif-A3F binding inhibition. HeLa A3F-eYFP + Vif (tagged APOBEC3F with the HIV-1 protein that degrades it), YFP fluorescence increase. Potency, µM (doses to about 46.1 µM), for the others: at the top dose activity, negative = active. hit rate 0.2% among 390,000. AID 602313; note: potency is the fitted concentration of half-maximal effect; % of control where 0% means no effect; nearly all actives have a fitted effect of over 65% in size
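HeLa cells stably expressing Vif plus C-terminally eYFP-tagged A3F were seeded, incubated overnight at 37 deg C, dosed with compound, incubated overnight again at 37 deg C. Yellow fluorescence (Ex 488/Em 500-530) reported blocked Vif-mediated A3F-eYFP degradation.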
D1 PAM – human D1 dopamine receptor positive modulation | HEK293 TREx D1 cells, calcium flux, dopamine EC20 potentiation | potentiation, % at 10 µM | P21728 | hit rate 0.036% among 360,000; in the data active = potentiation above about 30%; note: 0% is about no effect
Glioma ERSR ind – inducers of ER stress response in human glioma cells; U87-MG GRP78 promoter luciferase reporter, 16 h; Potency, µM, for inactives: at the highest dose activation, hits mostly activators; hit rate 0.02% among 420,000; AID 602332; note: potency is the fitted concentration of half-maximal effect; series mostly up to about 76 µM; % of control where 0% means no effect; nearly all actives have a fitted effect of over 35% in size
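ERSR induction read as luciferase luminescence (Bright-Glo, 10 min at room temperature) in stably transfected human U87-MG glioma cells exposed to compounds for 16 h, using GRP78 as sensor.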
RXFP1 ag – agonists of human relaxin receptor RXFP1; Q9HBX9; Potency, µM (series often up to 57.5 µM), for the others: at the top dose activation, most hits filed as activators; hit rate 0.3% among 370,000; AID 2676; HEK293T-RXFP1 cAMP TR-FRET, 30 min; response scale: percent of porcine relaxin response, buffer zero; note: potency is the fitted concentration of half-maximal effect; % is set by controls: 0 for no effect and ±100 for the full control effect; nearly all actives have a fitted effect of over 60% in size; many of its hits are not listed in these tables
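HEK293 cells stably expressing RXFP1, treated 30 min at 37C with compounds plus PDE4 inhibitor Ro 20174; cAMP measured by HTRF TR-FRET. Normalized to buffer and 29 nM porcine relaxin; EC50 by Hill fit.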
D2 potentiator – positively modulates the human D2 dopamine receptor allosterically; HEK293 T-REx D2, calcium flux, EC20 dopamine potentiation; potentiation, % at 10 µM; hit rate 0.34% among 340,000; AID 485347;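 active = potentiation over 3 SD above the plate norm, cut at about 30% in these data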; note: 0% is about no effect
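Tetracycline-induced HEK293 T-REx cells force-coupled to calcium signalling expressed D2; compounds were pin-added after a 10 s baseline, read kinetically 180 s, then an EC20 dopamine challenge followed with a further 180 s calcium read.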
D1 ag – agonists of human D1 dopamine receptor; hit rate 1% among 360,000; P21728; HEK293 T-REx D1 cells, calcium flux, agonist mode; activation, % at 2 µM; in the data active = activation above about 30%; note: 0% is about no effect
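Inducible HEK293 T-REx D1 cells, force-coupled to calcium signalling, were plated at 4000 cells/well with tetracycline and held overnight at 30 C. After no-wash calcium dye loading, compound-evoked calcium rise over 180 s flagged agonists.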
D1 antagonist – blocks dopamine activation of the human D1 receptor. P21728. HEK293 TREx D1 cells, calcium flux, dopamine EC80; active compounds read low. activity change, negative = inhibition, % at 10 µM. hit rate 3.2% among 360,000. AID 504652; in the data active = activity change below about -30%; note: % is set by controls: 0 for no effect and ±100 for the full control effect
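Inducible Hek293 Trex D1 cells (tetracycline, overnight, 30 C). Calcium dye 30–90 min RT. Antagonist mode: EC80 dopamine added after 180 s compound read.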
Vif-APOBEC3G blk – inhibitors of Vif-APOBEC3G interaction. Q9HC16. HeLa A3G-eYFP + Vif (tagged APOBEC3G with the HIV-1 protein that degrades it), YFP fluorescence, overnight. Potency, µM (highest dose often 46.1 µM), inactives show top-dose activity, negative = active, most hits filed as inhibitors. hit rate 0.076% among 410,000;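 note: potency is the fitted concentration of half-maximal effect; % is set by controls: 0 for no effect and ±100 for the full control effect; nearly all actives have a fitted effect of over 60% in size; hits raise eYFP signal because A3G escapes Vif-driven loss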
Target sequence (Q9HC16 whole entry, looked up): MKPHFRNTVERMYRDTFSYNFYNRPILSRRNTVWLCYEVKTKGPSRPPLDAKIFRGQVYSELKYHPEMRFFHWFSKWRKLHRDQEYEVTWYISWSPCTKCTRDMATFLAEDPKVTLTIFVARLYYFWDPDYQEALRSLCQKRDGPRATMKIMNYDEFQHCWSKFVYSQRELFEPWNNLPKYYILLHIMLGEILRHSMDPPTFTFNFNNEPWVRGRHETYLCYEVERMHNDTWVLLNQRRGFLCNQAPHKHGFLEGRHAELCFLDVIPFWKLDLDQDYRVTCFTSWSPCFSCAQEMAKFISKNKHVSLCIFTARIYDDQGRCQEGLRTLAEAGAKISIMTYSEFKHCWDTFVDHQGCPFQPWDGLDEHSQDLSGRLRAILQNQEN
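Read-out is eYFP fluorescence (Ex 488/Em 500-530) from Vif-expressing HeLa A3G-eYFP cells; more signal means A3G escaped Vif-mediated degradation. Cells plated overnight, compound pinned in, incubated overnight at 37 deg C.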
An asterisk follows results filed as active; ? = inconclusive; . = no result given. Unless noted, calls come from the whole dose curve; as a rule, active = well fitted curve in the direction sought with a large enough effect; inconclusive = small, poorly fitted or top-dose-only effect, or another doubt; inactive = no such curve, though single readings can be large; an effect the other way counts as inactive or inconclusive. Some of the compounds tested (hit frequency here may not be typical).

SMILES	RXFP1 antagonist	Vif-A3F inh	D1 PAM	Glioma ERSR ind	RXFP1 ag	D2 potentiator	D1 ag	D1 antagonist	Vif-APOBEC3G blk
CC(C)C(OC(=O)C1=Cc2ccccc2OC1)C(=O)NC1CCCC1 (stereo not drawn)	7	4%	-3	0%	4.8%	-15	0	-11	0%
COCCn1c(N)c(Sc2ccc(C)cc2)c(=O)[nH]c1=O	0	11%	0	4%	2.8%	12	3	1	0%
O=C(NCCOc1ccccc1)c1cncc(Br)c1	-2	-1%	-3	-1%	2.2%	-2	2	-9	0%
CSc1ccc(CN2CCSCC2)cc1	-13	-1%	-2	-2%	2.5%	10	5	7	-3%
O=C(CN1CCCCC1)N=Nc1c(O)[nH]c2ccccc12	4	-5%	-4	-1%	0.3%	-2	-1	3	-3%
CSc1ccc(C(=O)C2CCCN(Cc3cccn3-c3cccnc3)C2)cc1 (stereo not drawn)	0	14%	8	-3%	-1.0%	-15	2	-3	14%
Cc1cc(NC(=O)CCCn2c(C)c3cnn(-c4ccccc4)c(=O)c3c2C)ccc1Br	?	0%	-1	-3%	-2.6%	15	17	15	3%
Cc1noc(/C=C/N(C)C)c1S(=O)(=O)N1CCC(C(=O)NC(C)(C)C)CC1	-28	3%	-3	-2%	3.5%	-4	2	4	0%
O=C(COc1ccccc1)Nc1ccc([N+](=O)[O-])cc1	.	4%	-8	-1%	5.9%	-11	14	-82*	2%
COc1ccc(CC(=O)Nc2cc(S(=O)(=O)N3CCCCC3)ccc2C)cc1OC	-4	0%	-4	-4%	-0.4%	4	0	-9	1%
O=C(COC(=O)Cn1cnc2ccccc2c1=O)Nc1ccccc1OC(F)F	-8	-3%	.	0%	.	.	.	.	2%
CC(=O)c1ccc(NC(=O)C(C)n2c3ccccc3c3nc(=O)cc(C)n32)cc1 (stereo not drawn)	-4	-11%	7	-4%	-1.7%	10	0	12	1%
CC(=O)Nc1ccc2c(c1)CCCC2	6	2%	-1	1%	0.3%	1	1	-4	-4%
COc1ccccc1OCCNc1ccc(S(=O)(=O)N2CCCC2)cn1	2	2%	8	-1%	1.2%	-3	0	4	-3%
Cc1cc(NC(=O)c2ccc([N+](=O)[O-])o2)ccc1NC(=O)c1ccco1	4	2%	-13	-11%	-0.3%	22	1	-1	?
Cc1ccc(NC(=O)/C(C#N)=N/Nc2ccc(C(=O)O)cc2)c(C)c1	-14	-6%	0	2%	0.0%	-2	3	1	1%
COc1ccc(NC(=O)Nc2nnc(CC(=O)Nc3ccccc3)s2)cc1	-14	2%	-3	3%	-0.9%	5	3	-13	0%
CCOC(=O)c1c(NC(=O)Cn2cnc3sc(C)c(-c4ccccc4)c3c2=O)sc(C)c1C	-4	0%	-21	-3%	2.8%	-13	6	1	-2%
Fc1ccc(Cn2nnc3ccccc32)cc1	8	-6%	0	10%	0.3%	-4	2	-9	2%
COC(=O)c1ccccc1NC(=O)c1ccc2c(c1)CCN2S(=O)(=O)c1ccc(Cl)cc1	7	0%	-1	-3%	-2.5%	1	1	3	-1%
CCCCn1c(=N)c(S(=O)(=O)c2ccccc2)cc2c(=O)n3cccc(C)c3nc21	1	-5%	-6	-3%	-1.1%	1	1	1	-5%
Cc1ccc(C)c(C(=O)CSc2nc(C)cc(=O)[nH]2)c1	-3	0%	-4	-2%	-4.2%	-13	4	17	-1%
O=C(O)C1CCCCC1C(=O)Nc1cccc(Br)c1 (stereo not drawn)	.	2%	-6	-5%	-0.1%	-11	0	-14	-1%
Cc1c(C(=O)NCCSCc2ccc(F)cc2)cnn1-c1ccc(Cl)cc1	-19	1%	-3	-1%	0.6%	-11	9	-7	1%
COC(=O)CN1C(=O)COc2ccc(Cl)cc21	.	-1%	-1	-1%	0.0%	7	-2	1	0%

(further entries)
SMILES	RXFP1 antagonist	Vif-A3F inh	D1 PAM	Glioma ERSR ind	RXFP1 ag	D2 potentiator	D1 ag	D1 antagonist	Vif-APOBEC3G blk
C=CCn1c(SCN2C(=O)c3ccccc3C2=O)nc2ccc(Cl)cc2c1=O	5	?	-6	-7%	1.9%	.	3	5	-1%
O=C1CCN(c2ccccc2)N1	-15	2%	.	-1%	.	.	.	.	1%
CC(=O)Nc1c(C)cc(S(C)(=O)=O)cc1C	6	0%	-2	-4%	2.2%	0	3	2	1%
CC(C)On1c(SC(C)C)nc2ccccc2c1=O	-9	-3%	4	-1%	2.2%	12	6	4	0%
NS(=O)(=O)c1ccc(CCNC(=O)COC(=O)CCc2ccccc2)cc1	5	-11%	-5	-4%	-0.7%	10	2	-16	0%
Cc1ccc(C)c(CNC(=O)Nc2ccccc2)c1	3	5%	4	9%	3.7%	5	16	2	-3%
NC(=O)COC(=O)CC12CC3CC(CC(C3)C1)C2	-10	-2%	-4	0%	4.0%	13	5	-19	6%
C[C@@H]1CN([C@@H](C)CO)C(=O)CCCn2cc(nn2)CO[C@H]1CN(C)S(=O)(=O)c1ccc(Cl)cc1	15	-3%	.	-4%	.	.	.	.	-2%
Cc1cc([N+](=O)[O-])nn1CC(=O)N1CCc2ccccc2C1	-2	-20%	8	0%	-0.6%	-5	6	12	-1%
Cc1cccc(-c2noc(-c3ccccc3OCC(=O)Nc3ccc([N+](=O)[O-])cc3)n2)c1	.	6%	1	0%	-0.8%	.	-1	-26	3%
Cc1ccc(C)c(OCC(=O)NCC2COc3ccccc3O2)c1 (stereo not drawn)	-22	-4%	-4	-2%	-0.9%	5	2	-8	-4%
Cn1c(-c2ccco2)n[nH]c1=S	-25	1%	-3	-3%	13%	5	1	5	1%
CCCc1cc(=O)[nH]c(SCC(=O)Nc2nc3ccc(OCC)cc3s2)n1	-3	-1%	6	3%	-5.1%	-2	1	4	-3%
CCC(=O)N1c2ccccc2CC1C(=O)NCc1ccc(N(C)C)cc1 (stereo not drawn)	3	-9%	0	-4%	2.4%	-4	0	-7	0%
Nc1ccccc1/C=C/c1ccccc1N	14	1%	.	5%	.	.	.	.	-8%
CCN(CCCNC(=O)c1ccc(Sc2ccc(C)cc2)c(NC(C)=O)c1)c1cccc(C)c1	-30	0%	0	-1%	4.6%	-16	0	18	2%
O=c1c(Cc2c(F)cccc2Cl)c(O)ccn1C1CC1	12	?	-1	-1%	3.0%	-10	-1	.	1%
COc1ccc(NC(=O)CSc2nnc(-c3ccncc3)n2-c2ccccc2)cc1	.	6%	-3	-3%	5.9%	11	-2	7	5%
O=C(CN1CCCCCCC1)N/N=C/c1ccccc1F	0	?	-5	1%	2.5%	-3	-1	-39*	1%
CCC(C)(C)NC(=O)C(c1cccc(OC)c1)N(C(=O)c1ccn[nH]1)c1cccc(OC)c1 (stereo not drawn)	-5	-3%	-1	-3%	0.8%	5	5	3	0%
COc1ccc(NC(=O)CSc2nc3ccccc3c(=O)n2C)cc1	-5	-6%	-8	-6%	0.1%	6	8	-13	1%
Cc1ccc(NCc2cccn2-c2nnc(N3CCC(C(=O)NC(C)C)CC3)s2)cc1	0	.	-2	.	-1.7%	8	9	2	.
O=C(NCCc1ccc(Cl)cc1)c1ccc(CS(=O)(=O)Cc2ccc(F)cc2)o1	-3	0%	-8	-4%	-0.3%	-3	6	-15	2%
C[C@@H]1ON(C)[C@H]2C[C@H]3c4[nH]c5ccc(-c6ccc7c(c6)OCO7)cc5c4CCN3C(=O)[C@@H]12	0	-22%	.	-7%	.	.	.	.	?
Cn1nc(CC(=O)NCc2ccc(F)cc2)c2ccccc2c1=O	.	0%	5	-3%	1.5%	3	7	-17	6%

Marked active in D1 antagonist, of those listed so far:
SMILES	RXFP1 antagonist	D1 PAM	Glioma ERSR ind	D2 potentiator	D1 ag	D1 antagonist	Vif-APOBEC3G blk
O=C(COc1ccccc1)Nc1ccc([N+](=O)[O-])cc1	.	-8	-1%	-11	14	-82*	2%
O=C(CN1CCCCCCC1)N/N=C/c1ccccc1F	0	-5	1%	-3	-1	-39*	1%

Following part
SMILES	RXFP1 antagonist	Vif-A3F inh	D1 PAM	Glioma ERSR ind	RXFP1 ag	D2 potentiator	D1 ag	D1 antagonist	Vif-APOBEC3G blk
CC(C)[C@@H](C(=O)N1CCNCC1)n1cc(CCO)nn1	.	-4%	0	-3%	2.2%	-3	9	-8	1%
CCOC(=O)C1(CC2CCCCO2)CCN(Cc2nc(-c3cccs3)oc2C)CC1 (stereo not drawn)	-5	3%	2	-5%	0.8%	-18	1	-4	2%
CCN(CC(=O)Nc1ccc2c(c1)OCCO2)C(=O)/C=C/c1cccc(OC)c1OC	2	-2%	8	3%	-0.4%	-9	0	12	0%
O=S1(=O)CCN2C=Nc3sc4c(c3C2=N1)CCCC4	0	-8%	-9	-2%	-0.9%	-3	12	-5	0%
COc1ccccc1-c1nnc(SCC(=O)N2CCOCC2)o1	4	-9%	-3	-2%	1.9%	4	-2	7	0%
CC(OCCN(C)C)C(=O)C12CC3CC(CC(C3)C1)C2 (stereo not drawn)	-2	7%	1	6%	4.0%	5	1	0	2%
Cc1cccc(NC(=O)CSc2ncc3c(n2)-c2ccccc2N(Cc2ccc(F)cc2)S3(=O)=O)c1C	-3	-2%	0	-3%	4.9%	.	6	19	-3%
CN(C)C(=O)c1ccc(=O)n(Cc2ccc(Cl)cc2Cl)c1	8	7%	6	-4%	6.8%	5	0	-12	1%
O=C(Nc1nnc(C(F)(F)F)s1)c1cccnc1	10	6%	4	-1%	-0.4%	3	0	0	1%
CC(=O)Nc1ccc(S(=O)(=O)N2CCC(c3nc4ccccc4[nH]3)CC2)cc1	11	-2%	-3	-5%	-1.8%	7	1	-9	0%
Cc1ccc(NC(=O)c2cc(S(=O)(=O)NCCC3=CCCCC3)ccc2F)cc1C	-5	5%	-2	-5%	-0.2%	13	1	-30	3%
COc1ccc(C(=S)N2CCCCCC2)cc1	-3	-10%	-8	-3%	-1.3%	2	-3	16	-1%

Grouped by structure: the compounds so far with a COOH group
SMILES	RXFP1 antagonist	Vif-A3F inh	D1 PAM	Glioma ERSR ind	RXFP1 ag	D2 potentiator	D1 ag	D1 antagonist	Vif-APOBEC3G blk
Cc1ccc(NC(=O)/C(C#N)=N/Nc2ccc(C(=O)O)cc2)c(C)c1	-14	-6%	0	2%	0.0%	-2	3	1	1%
O=C(O)C1CCCCC1C(=O)Nc1cccc(Br)c1 (stereo not drawn)	.	2%	-6	-5%	-0.1%	-11	0	-14	-1%
